# Screening results: PubChem BioAssay, several laboratories
# CaV13 FRET inh = Disruptors of the CACNA1D IQ motif to Ca2+-dependent inactivation inhibitor domain association, primary screening, Förster resonance energy transfer in intact living …; inhibition, % at 12.3 µM; HEK cells, CFP/YFP FRET ICDI-IQ, plate reader, 10 min; percent FRET-ratio fall versus neutral wells; 0.098% of 340,000 active; AID 743397;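 active = mean replicate inhibition of at least 30% and at least 1% of replicates passing that level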;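 also: 0% = median of the neutral control wells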
# Vif imaging = blocks HIV Vif function | AID 602346 | inhibition, % at 7.49 µM | 0.35% of 340,000 active | HEK293T cells, Vif self-association by quenched fluorescence, imaging, 24 h; in the data active = inhibition above about 50%, passing the limit was not always enough; also: some results filed as inactive read as strong as hits
# PDI inh = blocks human protein disulfide isomerase activity; P07237; PDI insulin aggregation turbidity, A650, 90 min; inhibition, % at 10 µM; 0.052% of 350,000 active;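 active = mean inhibition across replicates of 30% or more, whatever share of single replicates reach that level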;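 also: absorbance from insulin aggregation driven by PDI reduction with DTT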
# Target sequence (P07237 whole entry, looked up): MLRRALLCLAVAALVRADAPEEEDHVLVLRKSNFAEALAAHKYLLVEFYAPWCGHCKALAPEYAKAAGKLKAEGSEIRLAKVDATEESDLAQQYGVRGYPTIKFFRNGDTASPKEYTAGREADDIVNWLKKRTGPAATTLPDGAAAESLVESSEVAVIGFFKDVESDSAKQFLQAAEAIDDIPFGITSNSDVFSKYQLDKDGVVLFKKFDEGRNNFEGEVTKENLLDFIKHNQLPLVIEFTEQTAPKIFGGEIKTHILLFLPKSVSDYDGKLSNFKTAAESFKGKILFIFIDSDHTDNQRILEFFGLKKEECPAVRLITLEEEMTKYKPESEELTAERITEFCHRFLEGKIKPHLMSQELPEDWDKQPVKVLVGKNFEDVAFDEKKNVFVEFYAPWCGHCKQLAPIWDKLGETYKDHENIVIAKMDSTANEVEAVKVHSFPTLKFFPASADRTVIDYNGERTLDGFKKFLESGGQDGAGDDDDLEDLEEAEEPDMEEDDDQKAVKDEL
# CF NFkB block = blocks PAF-induced NF-kB reporter in cystic fibrosis cells. inhibition, % at 5 µM. KKLEB NF-kB-GFP reporter, GFP fluorescence overnight. 0.86% of 360,000 active;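 active = at least 50% inhibition at 5 µM, scaled per plate between neutral and stimulator controls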;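 also: PAF is a Pseudomonas aeruginosa culture filtrate used as stimulus; plate controls were PAF-stimulated DMSO wells for no effect and unstimulated DMSO wells for full effect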
# NR2E3 ag-1 = activates human NR2E3 receptor | Q9Y5X4 | CHO-S Gal4-NCOR/VP16-NR2E3 two-hybrid, luciferase | inhibition of corepressor binding, % at 3.98 µM | 0.35% of 360,000 active | AID 602229;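 active = inhibition above the mean of all tested compounds plus 3 SD, cut at about 70% in these data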;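 also: 0% = DMSO with NR2E3 transfected cells and 100% = cells lacking NR2E3 construct; higher means lower luciferase signal from less NR2E3 corepressor binding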
# Target sequence (Q9Y5X4 whole entry, looked up, the tested form may be a part): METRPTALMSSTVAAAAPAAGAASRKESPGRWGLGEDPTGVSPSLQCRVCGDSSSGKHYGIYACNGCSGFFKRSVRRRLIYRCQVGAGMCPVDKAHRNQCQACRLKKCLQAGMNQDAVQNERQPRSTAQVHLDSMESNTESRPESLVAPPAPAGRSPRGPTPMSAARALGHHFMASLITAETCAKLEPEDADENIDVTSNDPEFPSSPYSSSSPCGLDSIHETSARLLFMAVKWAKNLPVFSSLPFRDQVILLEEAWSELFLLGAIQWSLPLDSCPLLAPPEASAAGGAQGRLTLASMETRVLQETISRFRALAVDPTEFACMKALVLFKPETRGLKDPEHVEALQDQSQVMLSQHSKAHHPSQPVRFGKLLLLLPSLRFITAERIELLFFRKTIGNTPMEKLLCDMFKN
# Peg3 promoter = inhibitors of Peg3 promoter; AID 588405; HeLa PEG-Prom luciferase reporter, luminescence, overnight; inhibition, % at 20 µM; 1.7% of 360,000 active;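 active = inhibition of at least 50% at 20 µM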
# HIF-2a block = HIF-2a inhibition | 786-0 RCC cells HIF-2a reporter, luciferase luminescence, overnight | inhibition, % at 18.8 µM | 0.72% of 360,000 active;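 active = inhibition of the luminescence signal of 40% or more relative to plate controls, in a single-dose primary screen at 18.75 µM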
# MITF TRPM1 inh = inhibitors of MITF-driven TRPM1 promoter in melanoma cells. SK-MEL-5 TRPM1 promoter luciferase, 24 h. inhibition, % at 12.5 µM. 0.83% of 330,000 active;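 active = mean inhibition across replicates of 60% or more, whatever share of single replicates reaches that level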; also: values of inactives mirror those of a sister screen read the other way
# KKLEB cytotox = reduces viability of KKLEB cystic fibrosis airway cells; KKLEB CF airway cells viability, ATPlite luminescence, overnight; stronger effect = lower value; cells stimulated with P. aeruginosa culture filtrate; activity change (cytotoxicity), % at 5 µM; 0.36% of 360,000 active;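 active = corrected activity change at or below -50% at 5 µM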
# Shn3 inh set2 = inhibitors of Schnurri-3 3'UTR reporter in osteoblasts; AID 588674; 0.52% of 360,000 active; Clone20 osteoblast Shn3 3'UTR firefly luciferase, 24 h; inhibition, % at 12.5 µM;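 active = mean inhibition of at least 75% with every replicate also reaching 75%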;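 also: 0% = median of neutral control wells and 100% = pilot-screen positive control compound; some compounds past the cut are filed as inactive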
# NR2E3 ag-2 = activates human photoreceptor nuclear receptor NR2E3; Q9Y5X4; GST-NR2E3/biotin-RetCOR TR-FRET, 1536-well; inhibition of corepressor binding, % at 4.78 µM; 0.12% of 320,000 active; AID 2300;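 active = percent inhibition above the cutoff of mean plus 3 SD of all tested compounds, set per screening campaign, cut at about 20% in these data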;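 also: 0% = DMSO wells and 100% = biotin wells as full block of FRET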
#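 System: GST-tagged NR2E3 plus biotinylated RetCOR corepressor; Amount: 1.35 nM GST-tagged NR2E3 final; Dosing: single nominal compound dose of 4.8 µM; Schedule: 5 h incubation at 4 °C; Technique: TR-FRET with europium anti-GST and streptavidin-D2, 340 nm excitation; Controls: biotin wells as high control, 0.6% DMSO wells as low control.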
# Numbers without * were called inactive; · = no result given.
SMILES,CaV13 FRET inh,Vif imaging,PDI inh,CF NFkB block,NR2E3 ag-1,Peg3 promoter,HIF-2a block,MITF TRPM1 inh,KKLEB cytotox,Shn3 inh set2,NR2E3 ag-2
CCN(CC)c1ccc(NC(=O)COc2ccc(C)cc2)cc1,·,-1,-12,0,-44,0,-15,-14,1,-3,6
CN1CCC(N(C)C(=O)CCc2nc3ccccc3c(=O)[nH]2)CC1,-8,5,11,5,-9,20,0,-5,4,-11,-3
COCCCn1c(SCC(=O)N2CCOCC2)nc2ccccc2c1=O,-3,0,-4,-24,-31,12,11,4,1,12,-1
CCOC(=O)c1sc(=S)n(C)c1NC(=O)c1cccc(Br)c1,-19,-13,-2,20,36,30,0,·,9,6,-1
COc1cccc(CNC(=O)C(=O)NCC2CCCO2)c1 (configuration not stated),·,24,6,11,14,-1,-3,-4,-3,-1,1
O=C(NCCCO)C(=O)Nc1cc2c3c(c1)CCN3C(=O)CC2,-2,-6,4,-5,9,-1,4,-7,-7,-12,2
NS(=O)(=O)c1ccc(CCNC(=O)/C=C/c2cccc([N+](=O)[O-])c2)cc1,-5,0,-1,2,13,-1,13,-9,0,4,1
O=C(COC(=O)c1ccc(F)cc1F)Nc1ccc2c(c1)OCO2,-12,·,-4,-36,12,-18,-4,·,8,-9,·
O=C1N2CCCc3cccc(c32)C12Nc1ccccc1S2 (configuration not stated),0,-15,-9,-12,-67,28,1,11,13,1,·
COc1ccc(OC)c(NC(=O)CSc2nc(C)cs2)c1,-7,-10,-14,-23,2,10,-8,15,-7,25,-2
Cn1c(=O)[nH]c2c(c(C(=O)O)nn2C)c1=O,-10,10,-20,-11,-6,-7,14,3,7,8,·
O=C(CCC1CCCC1)NCCS(=O)(=O)N1CCN(c2ccccc2F)CC1,-1,2,4,-3,-4,20,5,6,-8,12,0
COCCCN(C(=O)C1CCCCC1)c1c(N)n(Cc2ccccc2)c(=O)[nH]c1=O,-3,16,-4,-22,1,10,2,1,3,6,·
CCSc1nc(C)c(C)c(=O)[nH]1,-18,-15,-7,-30,-14,11,9,-4,15,5,·
COCc1cc(=O)[nH]c(SCCS(=O)(=O)c2ccc(C)cc2)n1,-5,-6,-7,-7,12,4,0,7,-15,-9,0
COc1cc(C(=O)Nc2ccc(C(N)=O)cc2)c([N+](=O)[O-])cc1OC,-20,2,-7,-3,-26,-7,5,-5,-11,-5,2
CC1CN(C(=O)CCC(=O)NCc2ccccn2)c2ccccc2O1 (configuration not stated),-9,9,·,7,-22,7,3,-7,-15,-9,3
COC(=O)C1=C(CS(=O)(=O)c2ccc(OC)cc2)NC(=O)NC1c1ccccc1 (configuration not stated),-3,-4,-13,9,-34,5,0,11,8,2,2
O=C(Nc1c(-c2ccc3c(c2)OCO3)[nH][nH]c1=O)c1ccc2c(c1)OCO2,-3,-7,·,-16,-25,5,-2,·,6,4,·
CCOC(=O)CSc1nc(C2CC2)cc(-c2ccc(F)cc2)c1C#N,·,-4,0,-1,-24,15,-1,-11,-11,7,2

# An excerpt of these results, with values under each structure.
# Order of values – CaV13 FRET inh | Vif imaging | PDI inh | CF NFkB block | NR2E3 ag-1 | Peg3 promoter | HIF-2a block | MITF TRPM1 inh | KKLEB cytotox | Shn3 inh set2 | NR2E3 ag-2
COCCCN(C(=O)C1CCCCC1)c1c(N)n(Cc2ccccc2)c(=O)[nH]c1=O
  -3 | 16 | -4 | -22 | 1 | 10 | 2 | 1 | 3 | 6 | ·
CCSc1nc(C)c(C)c(=O)[nH]1
  -18 | -15 | -7 | -30 | -14 | 11 | 9 | -4 | 15 | 5 | ·
COCc1cc(=O)[nH]c(SCCS(=O)(=O)c2ccc(C)cc2)n1
  -5 | -6 | -7 | -7 | 12 | 4 | 0 | 7 | -15 | -9 | 0

# Following part.
SMILES,CaV13 FRET inh,Vif imaging,PDI inh,CF NFkB block,NR2E3 ag-1,Peg3 promoter,HIF-2a block,MITF TRPM1 inh,KKLEB cytotox,Shn3 inh set2,NR2E3 ag-2
CCOc1cc(C2Nc3ccccc3C(=O)N2c2ccccc2)ccc1O (configuration not stated),-10,-6,-8,-4,-45,-117,-138,-33,2,-37,2
Cc1ccc(C)c(NC(=O)CCN2CCc3ccccc3C2)c1,-3,3,-5,-29,2,-3,16,3,14,10,0
COc1ccccc1Oc1ccc(S(=O)(=O)NCc2ccccn2)cc1,-8,-7,3,-12,36,-2,-9,8,-12,68,1
Cc1ccc(SCCC(=O)NC(C)(C)C)cc1,-5,7,-1,14,-47,-98,-111,-42,-9,-20,0
Cc1cc(C)cc(NC(=O)N2CCC(c3nc4ccccc4o3)CC2)c1,·,·,-4,15,-16,15,19,18,14,17,2
COc1ccc(Nc2nnc(SCc3cc([N+](=O)[O-])cc4c3OCOC4)s2)cc1,-4,-4,20,22,-19,19,-3,0,-45,68,0
O=C(NCC(c1cccs1)N1CCOCC1)c1cc([N+](=O)[O-])ccc1Cl (configuration not stated),-5,0,2,-4,-3,12,11,15,5,17,3
O=C(NCCN1CCOCC1)c1cccc(S(=O)(=O)Nc2ccc(F)cc2)c1,-2,2,1,6,-17,1,7,4,5,1,5
CCOc1ccc(C(=O)N(Cc2ccc(OC)cc2)Cc2cc3cc(OC)ccc3[nH]c2=O)cc1,-5,·,-3,9,-13,22,-2,15,-12,21,0
CCC(C)N(C(=O)COC(=O)CCc1c[nH]c2ccccc12)C1CCS(=O)(=O)C1 (configuration not stated),·,7,3,6,6,-5,25,-2,3,-1,-4
CCc1nnc(NC(=O)CSc2ccc(-c3cccs3)nn2)s1,2,26,0,-7,10,-11,10,2,9,-7,0
CCOC(=O)c1cnc2c(C#N)cnn2c1N,-2,8,8,1,-4,-3,0,4,19,-21,-4
COc1ccc(S(=O)(=O)NCC2CCC(C(=O)NCCC(C)C)CC2)cc1 (configuration not stated),-4,-6,-5,-9,7,1,4,-14,-3,-14,-3
Cc1cccc(N(C)S(=O)(=O)c2ccc(-c3cc(C)no3)s2)c1,-15,7,1,31,31,-3,17,7,-9,-12,-2
N#Cc1cc2c(nc1SC1CC(=O)N(c3ccccc3)C1=O)CCC2 (configuration not stated),·,·,-4,9,63,57*,59*,65*,-4,51,1
CCC(=O)C1=C(O)C(c2cccc(Oc3ccccc3)c2)CCC1=O (configuration not stated),-3,-7,14,23,18,-8,5,-13,-12,16,3
CCOc1ccc(/C=N/NC(=O)c2cc(-c3cccn3C)n[nH]2)cc1,-5,-6,12,2,4,-11,2,-1,-4,21,1
COCCNC(=S)NNC(=O)CSCc1ccc(Cl)cc1Cl,-2,-5,9,-2,-23,16,17,-1,-11,-4,-3
CCOC(=O)C(C)Oc1ccc2c(-c3cccc([N+](=O)[O-])c3)cc(=O)oc2c1 (configuration not stated),-4,·,-2,1,27,7,-1,0,-1,-18,-3
O=C(CNC(=O)c1ccc(Br)o1)NNC(=O)c1ccc(Cl)cc1,-3,-2,3,-35,2,2,5,-12,6,-6,1
Cn1c(SCC(=O)OC2CCCCC2)nnc1-c1ccc2c(c1)OCO2,-8,-2,-6,11,-7,6,-19,7,1,4,7
CCOC(=O)c1c(N2C(=O)Nc3cc(Cl)c(Cl)cc3N2O)sc2c1CCCCC2,·,14,-6,2,92*,30,1,6,-1,-2,0
Cc1cc(C)n(-c2ccc(C(=O)Nc3ccc(S(=O)(=O)N(C)C)cc3)cc2)n1,-5,-21,9,15,-9,0,6,25,5,1,6
O=C(NCc1ccccc1)c1cccc(NC(=O)C2CC2)c1,-7,·,1,-26,-9,-9,7,1,14,1,·
COc1ccccc1CCc1nnc(CCC(=O)NCC[C@@H]2C[C@@H]3C=C[C@H]2C3)o1,-6,-10,8,2,-62,-6,-22,-4,0,-1,2
CCOC(=O)c1cc(-c2ccccc2)sc1NC(=O)CSc1nncs1,-6,-3,10,2,-13,-12,-37,-27,-22,4,-4
CS(=O)(=O)Nc1cc2c3c(c1)CCC(=O)N3CCC2,-3,1,0,-4,-16,3,6,-2,13,2,3
Cc1ccc([N+](=O)[O-])c2cccnc12,·,·,-5,1,-6,-17,0,7,8,-3,6
COc1ccc(-c2nn(-c3ccccc3)cc2C(=O)N2CCN(S(=O)(=O)c3ccccc3C#N)CC2)cc1,-1,·,10,-9,-14,21,18,10,-9,15,1
Cc1cc(NC(=O)CCC(=O)N(c2ccccc2)C(C(=O)NC2CCCC2)c2ccncc2)no1 (configuration not stated),-4,-1,-6,-10,-14,4,21,6,3,13,2
O=C(Nc1nnc([C@@H]2C[C@H](O)[C@@H](CO)O2)s1)c1ccccc1Cl,-5,-2,3,-7,-20,-2,2,·,13,-11,·
Cc1nn(C)cc1NC(=O)CCSc1nc(-c2ccco2)cc(C(F)(F)F)n1,·,1,-6,12,-17,2,5,-2,8,4,1
Cc1cccc(C)c1OCC(=O)NNC(=O)CNC(=O)c1ccc(OC(F)F)cc1,-3,0,12,-2,0,8,1,13,-7,6,4
c1ccc2c(c1)CCN(Cc1nnnn1Cc1ccc3c(c1)OCO3)C2,-1,-3,14,-3,-49,12,17,-3,8,3,-1
COc1cccc(NC2SC(=O)N(c3ccccc3)C2=O)c1 (configuration not stated),-6,-1,-6,11,-109,-226,-256,·,-2,-64,2
COc1ccc(CC(=O)N(C)Cc2cccc(F)c2)cc1S(=O)(=O)N1CCOCC1,-6,4,-3,-9,-1,-1,3,1,10,-9,-1
Cc1cccc(C)c1OCc1nnc2c3cnn(C)c3ncn12,-5,-17,7,23,9,-25,-35,-19,-7,-25,4
COc1ccc(Cn2c(-c3ccc(Br)cc3)c[n+]3ccccc23)cc1,-8,-3,-4,16,-121,-261,-262,16,-4,-4,-2
CSc1nnc2c3ccccc3c3ccccc3c2n1,-6,1,2,-90,-22,5,-1,10,-8,-30,·
CCc1ccccc1N1CN(Cc2ccco2)CNC1=S,-3,-1,-4,18,-2,8,16,-3,6,-18,4
COc1ccccc1CNC(=O)COc1ccc([N+](=O)[O-])cc1,-4,-3,-3,-2,5,8,12,-4,-1,12,0
Cc1n[nH]c(=O)c2c1nnn2Cc1ccccc1Cl,-13,4,-5,-19,-14,6,11,17,10,-7,·
CCCOc1cccc(-c2nn(-c3ccccc3)cc2/C=C(\C#N)C(=O)NCCCn2ccnc2)c1,-4,10,-5,16,-34,12,13,-9,-11,-3,-1
CCOc1ccccc1NC(=O)CSc1nnc(-c2ccccc2Cl)n1Cc1ccco1,·,-14,7,8,-4,14,9,2,2,9,-2
COc1ccccc1N(CC(=O)NC(C)(C)C)C(=O)CCC(=O)Nc1nccs1,-2,6,2,8,-30,1,9,-10,-4,22,-3
CCOC(=O)C1=C(CCc2ccccc2)NC(=O)NC1c1ccc(Br)cc1 (configuration not stated),-4,-6,-2,16,-8,13,19,-3,-1,28,4
Cc1cc(C(=O)NCCCN2CCN(c3cc(Cl)ccc3C)CC2)n(-c2ccccc2)n1,-6,2,·,17,-14,23,14,·,-15,22,-1
CCCCOc1ncnc2c1[nH]c1ccccc12,-5,88*,22,-5,79*,-39,-129,3,-11,70,-1
Cc1ccc(NC(=O)CCNC(=O)c2ccco2)cc1,-15,1,10,-12,18,4,9,-8,6,-21,1
